Bioassay records from PubChem.
ARNT TACC3 PPI = disruptors of human ARNT/TACC3 interaction. inhibition, % at 9.99 µM. AID 623870. AlphaScreen His-ARNT PAS-B/GST-TACC3 binding, luminescence; TACC3 fragment carries E629A point mutation. 0.66% of 390,000 active. Q9Y6A5;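 active = mean inhibition of replicates at least 50% and at least half of replicates each reaching 50%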;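 note: 0% = complete ARNT plus TACC3 wells and 100% = ARNT alone without TACC3; many hits fall short of the cut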
CFTR F508del cor = CFTR F508del correction in bronchial cells. CFBE cells, YFP halide quenching; stimulated with forskolin plus potentiator P3; % fluorescence drop versus neutral controls. 0.36% of 350,000 active. activity (quench increase), % at 7.58 µM;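 active = mean added fluorescence quench of at least 8% versus neutral control, with both replicates also reaching 8%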;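 note: cells transiently co-express mutant CFTR-F508del with the halide-sensitive YFP; corrector assay measuring rescue of mutant channel to the surface after 24 h compound exposure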
ERAP1 HTS inh = ERAP1 (human) enzyme inhibition | Q9NZ08 | recombinant ERAP1, Leu-AMC fluorescence, 60 min | inhibition, % at 10.7 µM | 0.15% of 340,000 active;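 active = mean replicate inhibition of at least 30%, or all replicates individually reaching that 30% level; inactive = mean below 30% and not every replicate reaching it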;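 note: 0% = neutral control wells and 100% = L-leucinethiol positive control wells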
Target sequence (Q9NZ08 whole entry, looked up): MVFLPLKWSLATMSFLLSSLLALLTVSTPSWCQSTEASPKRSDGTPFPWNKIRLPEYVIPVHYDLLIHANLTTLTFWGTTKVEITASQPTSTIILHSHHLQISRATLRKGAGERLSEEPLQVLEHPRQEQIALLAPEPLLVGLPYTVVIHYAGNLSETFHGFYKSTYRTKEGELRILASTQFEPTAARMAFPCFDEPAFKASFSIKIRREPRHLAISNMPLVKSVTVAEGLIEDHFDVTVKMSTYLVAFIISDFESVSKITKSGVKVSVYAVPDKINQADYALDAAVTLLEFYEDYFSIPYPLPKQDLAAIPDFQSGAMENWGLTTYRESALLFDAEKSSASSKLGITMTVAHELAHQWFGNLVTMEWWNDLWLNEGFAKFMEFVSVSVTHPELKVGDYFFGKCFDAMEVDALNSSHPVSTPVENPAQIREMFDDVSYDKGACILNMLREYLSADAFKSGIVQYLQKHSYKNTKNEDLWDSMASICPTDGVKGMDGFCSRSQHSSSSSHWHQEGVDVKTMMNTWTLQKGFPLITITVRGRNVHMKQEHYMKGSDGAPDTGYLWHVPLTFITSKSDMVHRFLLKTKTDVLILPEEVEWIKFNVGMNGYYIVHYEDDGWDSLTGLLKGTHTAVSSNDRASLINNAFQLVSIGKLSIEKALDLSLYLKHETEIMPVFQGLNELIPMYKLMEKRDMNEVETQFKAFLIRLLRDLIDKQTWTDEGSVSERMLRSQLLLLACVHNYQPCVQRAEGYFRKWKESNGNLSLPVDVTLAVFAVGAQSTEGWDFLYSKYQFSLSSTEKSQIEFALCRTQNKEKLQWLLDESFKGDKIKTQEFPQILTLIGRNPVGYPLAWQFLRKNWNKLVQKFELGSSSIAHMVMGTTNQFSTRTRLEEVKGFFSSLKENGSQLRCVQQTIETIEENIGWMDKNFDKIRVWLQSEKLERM
RAD52 inh = RAD52 (human) annealing inhibition; P43351; 0.46% of 360,000 active; inhibition, % at 18.7 µM; recombinant RAD52 DNA annealing, FRET fluorescence;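 active = every replicate showing at least 50% inhibition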
Xi reactivation = activators of X-chromosome reactivation in mouse fibroblasts. 0.055% of 360,000 active. activation, % at 7.58 µM. XiGFP mouse fibroblasts, % GFP-positive cells imaging, 3 d; cells co-treated with 5-aza-dC sensitizer; scaled so ellipticine positive control = 100%;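 active = mean normalized replicate activation at least 10% and every replicate at or above 10%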;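 note: 0% = median of on-plate neutral control wells and 100% = ellipticine 6 µM median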
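Material: SV40-immortalized XiGFP fibroblast cells, line 68-5-11 | Buffer or medium: DMEM containing 5-aza-dC | Dosing: One concentration, pinned | Times: 3 d treatment, 15 min room-temperature fixation | Controls: Ellipticine 6 µM positive control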
esBAF inh = inhibitors of esBAF chromatin remodeling in mouse ES cells. reporter increase, % at 12.5 µM. 2% of 350,000 active. Bmi1-luciferase knock-in reporter, 24 h; 100% = twice the neutral-well signal; in the data active = activation above about 40%;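 note: 0% = median of the plate's neutral control wells and 100% = double that signal; a rise in the Bmi1 reporter signal indicates esBAF inhibition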
RAD54 branch = blocks human RAD54 Holliday junction branch migration. FAM/BHQ fluorescence. inhibition, % at 10.4 µM. 0.14% of 360,000 active. AID 602329;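 active = mean normalized replicate activity at least 40 and at least half of replicates scoring 40 or more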;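 note: 0% = median of neutral control wells and 100% = median of positive control wells; inhibitors cause a drop in the FAM fluorescence signal; in these data hits start at about 50%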
INS-1E GSIS act = GLuc luminescence reporter in INS-1E cells, primary screen for activators of glucose-dependent secretion of insulin. INS-1E GLuc reporter insulin secretion, 2-3 h. activation, % at 16.6 µM. 0.61% of 370,000 active. AID 743287;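 active = lowest replicate activation of at least 40%, so every replicate reaches that level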;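 note: 0% = median of neutral control wells and 100% = median of IBMX positive control wells; some compounds called inactive have numbers as strong as hits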
Starred values were filed as active, the others as inactive; / = no result given.

Order of values: ARNT TACC3 PPI	CFTR F508del cor	ERAP1 HTS inh	RAD52 inh	Xi reactivation	esBAF inh	RAD54 branch	INS-1E GSIS act
1	CC(C)COC(=O)N(C)C[C@@H]1OCc2ccccc2-c2ccccc2C(=O)N([C@H](C)CO)C[C@H]1C
    -11	3.3	1	5	0.3	2	3	1
2	COc1cc2c(C#CCCCO)c(-c3ccc(C#N)cc3)oc(=O)c2cc1OC
    7	2.2	-1	-11	0.0	6	11	/
3	COC(=O)c1ccc(NC(=O)CSCc2ccc(C)cc2)cc1
    -38	/	/	/	/	-3	-16	-8
4	CC(C)c1onc(C(=O)N2CCN(Cc3ccccc3)CC2)c1[N+](=O)[O-]
    1	4.2	-2	-10	0.1	10	-7	-12
5	COc1ccc(OC)c(CCNC(=O)Cn2nc(C)c3c(C)n(-c4ccc(C)cc4)nc3c2=O)c1
    1	3.7	1	-8	0.0	-2	1	-3
6	Cc1ccc(S(=O)(=O)N[C@@H]2CC[C@@H](CC(=O)NCc3ccncn3)O[C@H]2CO)cc1
    6	1.4	-3	-4	0.3	-7	-3	-3
7	CSc1ccccc1OCc1cc(C(=O)NC(C)Cn2cncn2)no1 (configuration not stated)
    -8	-0.4	1	-13	0.1	7	-8	10
8	COc1ccc(C(CNC(=O)c2cccc(S(=O)(=O)NCc3ccccc3)c2)N(C)C)cc1 (configuration not stated)
    -1	1.9	1	-12	0.2	-2	-4	-2
9	C[C@@H]1CCCCO[C@@H](CN(C)S(=O)(=O)c2cn(C)cn2)[C@H](C)CN([C@H](C)CO)C(=O)c2cc(NS(=O)(=O)c3cccs3)ccc2O1
    -6	0.8	2	-1	0.0	3	1	11
10	CCN(C[C@H]1N[C@@](C)(C(=O)OC)[C@H]2C(=O)N(C)C(=O)[C@@H]12)C(C)=O
    5	0.0	-2	8	0.0	-2	-10	20

A portion taken from the entries so far, for reference:
Order of values: ARNT TACC3 PPI	CFTR F508del cor	ERAP1 HTS inh	RAD52 inh	Xi reactivation	esBAF inh	RAD54 branch	INS-1E GSIS act
2	COc1cc2c(C#CCCCO)c(-c3ccc(C#N)cc3)oc(=O)c2cc1OC
    7	2.2	-1	-11	0.0	6	11	/
3	COC(=O)c1ccc(NC(=O)CSCc2ccc(C)cc2)cc1
    -38	/	/	/	/	-3	-16	-8
4	CC(C)c1onc(C(=O)N2CCN(Cc3ccccc3)CC2)c1[N+](=O)[O-]
    1	4.2	-2	-10	0.1	10	-7	-12
5	COc1ccc(OC)c(CCNC(=O)Cn2nc(C)c3c(C)n(-c4ccc(C)cc4)nc3c2=O)c1
    1	3.7	1	-8	0.0	-2	1	-3
6	Cc1ccc(S(=O)(=O)N[C@@H]2CC[C@@H](CC(=O)NCc3ccncn3)O[C@H]2CO)cc1
    6	1.4	-3	-4	0.3	-7	-3	-3
7	CSc1ccccc1OCc1cc(C(=O)NC(C)Cn2cncn2)no1 (configuration not stated)
    -8	-0.4	1	-13	0.1	7	-8	10

Next part:
Order of values: ARNT TACC3 PPI	CFTR F508del cor	ERAP1 HTS inh	RAD52 inh	Xi reactivation	esBAF inh	RAD54 branch	INS-1E GSIS act
11	N#C[C@@H]1[C@H](c2ccccc2C2=CCCC2)[C@H](CO)N1C(=O)C1CCC1
    /	-1.5	5	11	0.1	/	/	16
12	COc1ccc(NCc2nnc(SCC(=O)NCc3ccccc3)n2-c2ccccc2OC)cc1
    4	/	0	-6	/	-12	4	-7
13	CCCCN(C(=O)CSCC(=O)Nc1ccc(C)cc1)c1c(N)n(CCCC)c(=O)[nH]c1=O
    -5	-1.2	0	-16	0.4	-2	-12	-2
14	COc1cccc(-c2nc3ccc(C(=O)NC(C)Cc4cccnc4)cc3o2)c1 (configuration not stated)
    -4	5.1	-1	-1	0.2	54*	-11	-29
15	Cc1cc(N2CCC(C)CC2)nc(-c2ccccc2O)n1
    -11	-1.9	0	-5	-0.1	-6	/	4
16	O=C(N[C@@H]1CC[C@H](CCNS(=O)(=O)Cc2ccccc2)O[C@H]1CO)c1ccc2c(c1)OCO2
    -1	-3.2	0	-11	0.4	4	5	6
17	CC(OC(=O)c1cc(S(=O)(=O)N2CCOCC2)ccc1F)C(=O)NC1CCCCC1C (configuration not stated)
    1	1.0	0	5	-0.2	0	6	-20
18	CS(=O)(=O)N(Cc1ccc(Cl)cc1)c1ccc(C(=O)NCC2CCCO2)cc1 (configuration not stated)
    1	-1.7	0	-9	0.1	/	/	1
19	COc1ccc2c(c1)C1=NN(/C(C)=C/C(C)=O)C(c3ccc(F)cc3)C1CC2 (configuration not stated)
    -11	/	7	-15	0.1	/	9	1
20	C[C@@H]1CCCCO[C@@H](CN(C)S(=O)(=O)c2ccc(F)cc2)[C@@H](C)CN([C@H](C)CO)C(=O)c2cc(NC(=O)c3ccncc3)ccc2O1
    1	-1.6	2	-2	/	-6	9	/

Down the list, quoted from above:
INS-1E GSIS act for entries 11 to 18, in order: 16, -7, -2, -29, 4, 6, -20, 1

Continued:
Order of values: ARNT TACC3 PPI	CFTR F508del cor	ERAP1 HTS inh	RAD52 inh	Xi reactivation	esBAF inh	RAD54 branch	INS-1E GSIS act
21	COc1ccc(CC(=O)N/N=C/c2ccc(-c3ccc(F)cc3)o2)cc1OC
    5	2.9	-2	4	0.5	9	-9	-12
22	C[C@@H]1CN([C@@H](C)CO)C(=O)c2c(c3ccccc3n2C)-c2ccccc2CO[C@@H]1CN(C)C(=O)Nc1ccc2c(c1)OCO2
    -10	0.4	2	12	0.2	50*	0	8
23	Fc1ccc(C2CCNCC2COc2ccc3c(c2)OCO3)cc1 (configuration not stated)
    21	-0.9	2	21	-0.1	-4	5	-17
24	CCOC(OCC)c1ccc(/C=C\c2nccc(N)n2)cc1
    5	-1.9	-2	-10	0.0	47*	5	1
25	CC(C)(C)[S@@](=O)N1Cc2cc(C(=O)N3CCc4ccccc4C3)nc(-c3cccc(-c4cncnc4)c3)c2[C@H]1CCO
    8	1.9	2	-38	0.1	1	-2	-17
26	O=C(C1CCCN(S(=O)(=O)c2cccnc2)C1)N1CCN(c2ccccn2)CC1 (configuration not stated)
    0	1.3	-4	-9	0.2	9	3	11
27	Cc1c(C(=O)Nc2ccc(S(=O)(=O)NCC3CCCO3)cc2)cccc1[N+](=O)[O-] (configuration not stated)
    21	-2.1	8	-2	0.3	/	/	-10
28	COc1ccc(NS(=O)(=O)c2csc(C(N)=O)c2)cc1
    -6	/	0	-10	0.6	-7	-11	10
29	Cc1ccc(C(=O)c2no[n+]([O-])c2C(=O)c2ccc(C)cc2)cc1
    -10	/	6	-2	-0.1	/	/	-15
30	C[C@H]1CN([C@@H](C)CO)C(=O)c2cc(NC(=O)Nc3ccc(F)cc3)ccc2O[C@H]1CN(C)Cc1ccccc1
    5	-1.0	-5	11	0.1	0	-7	-2

One compound at a time (already shown). Order of values: ARNT TACC3 PPI, CFTR F508del cor, ERAP1 HTS inh, RAD52 inh, Xi reactivation, esBAF inh, RAD54 branch, INS-1E GSIS act
Record of C[C@H]1CN([C@@H](C)CO)C(=O)c2cc(NC(=O)Nc3ccc(F)cc3)ccc2O[C@H]1CN(C)Cc1ccccc1 = 5, -1.0, -5, 11, 0.1, 0, -7, -2
Record of COc1ccc(NS(=O)(=O)c2csc(C(N)=O)c2)cc1 = -6, /, 0, -10, 0.6, -7, -11, 10
Record of CCOC(OCC)c1ccc(/C=C\c2nccc(N)n2)cc1 = 5, -1.9, -2, -10, 0.0, 47*, 5, 1

Remaining list, next part.
Order of values: ARNT TACC3 PPI	CFTR F508del cor	ERAP1 HTS inh	RAD52 inh	Xi reactivation	esBAF inh	RAD54 branch	INS-1E GSIS act
31	C[C@@H]1CN([C@H](C)CO)C(=O)c2cc(NC(=O)Cc3ccccc3)ccc2O[C@@H](C)CCCCO[C@H]1CN(C)S(=O)(=O)c1cccs1
    8	2.1	/	/	-0.1	10	-1	-3
32	O=C(C1CC1)N1[C@@H](CO)[C@@H]2c3ccccc3NC[C@@H]21
    -9	-1.5	4	-10	0.0	-4	-5	4
33	Cc1noc(C)c1C(=O)Nc1ccc(F)cc1
    20	-0.8	-8	-11	0.0	1	3	-19
34	O=S(=O)(NCc1ccccn1)c1ccc(Cl)c(C(F)(F)F)c1
    1	5.9	1	0	0.1	-7	-16	3
35	COc1ccccc1NC(=O)Cn1nc(Cc2cccnc2)c2ccccc2c1=O
    -3	1.4	/	4	0.4	/	/	-3
36	OC(c1ccccc1)(c1ccccc1)c1ccn[nH]1
    3	5.9	-3	-10	0.0	-2	-10	2
37	CCOC(=O)CN1C(=O)CCSc2ccc(Cl)cc21
    -25	1.2	-1	-16	0.5	-6	-2	21
38	COc1ccc(CCNC(=O)c2ccc(OCc3c(C)noc3C)cc2)cc1OC
    2	1.7	0	-21	0.1	-6	-1	-11
39	COC(=O)c1c(C)oc(C)c1S(=O)(=O)NCc1ccc(Cl)cc1Cl
    -4	1.1	4	-4	0.7	-8	-11	-1
40	Cc1cc(C)n(CCCNC(=O)C2CCC(=O)N(CCc3ccc(Cl)cc3)C2)n1 (configuration not stated)
    4	-3.8	-3	-16	0.1	-10	-5	-4

(next part)
Order of values: ARNT TACC3 PPI	CFTR F508del cor	ERAP1 HTS inh	RAD52 inh	Xi reactivation	esBAF inh	RAD54 branch	INS-1E GSIS act
41	CC(Sc1ccccc1F)C(=O)Nc1ccc2c(c1)OCCO2 (configuration not stated)
    -25	-6.3	-3	-12	0.0	100*	-13	-1
42	CC(C)=N/N=C1/NC(=O)C(c2ccccc2)S1 (configuration not stated)
    12	-5.7	-4	-6	0.1	10	5	/
43	C[C@H](NC(=O)C1CC(=O)N(c2ccc3c(c2)OCO3)C1)C(=O)NCc1ccco1 (some centres not stated)
    -5	-1.7	2	-9	0.3	1	-5	25
44	Cc1c(Cl)cccc1NC(=O)NCc1ccc(C)n1C
    -3	0.1	2	-35	0.0	-3	9	-7
45	COc1cccc(N2CCN(C(=O)c3oc4ccccc4c3NC(=O)CCc3cc(OC)no3)CC2)c1
    9	-0.9	-6	-15	0.8	-9	4	-54
46	CC1CCCCN1S(=O)(=O)Cc1ccccc1Cl (configuration not stated)
    -1	-1.3	1	1	0.0	-4	-7	9
47	N#Cc1ccc(OCC(O)CS(=O)(=O)c2ccc(F)cc2)cc1 (configuration not stated)
    -14	0.1	0	-5	0.0	-10	5	5
48	CN1CCN(c2ccc(NC(=O)c3cccc(S(=O)(=O)N4CCCC4)c3)cc2)CC1
    6	-0.5	2	13	0.2	-2	3	/
49	Cc1ccc(-n2[nH]c(C)c(C=Nc3ccc(Br)cn3)c2=O)cc1
    -1	2.9	-2	-19	0.0	3	6	9
50	COc1ccccc1OCCNC(=O)c1ccc2c(c1)OCCO2
    -3	-1.8	-1	-5	0.0	8	-3	14
51	CCC(C)NC(=O)C1CCC(=O)N(c2ccc3c(c2)OCO3)C1c1ccc(OC)cc1 (configuration not stated)
    -4	-3.6	4	-4	-0.1	-5	-2	18
